Screens: PubChem, Sanford-Burnham Center for Chemical Genomics
EphA4 KYL inhibition – inhibitors of EphA4 binding to KYL peptide, primary screen, biochemical, colorimetric, mouse EphA4 (AID 689) | EphA4-AP binding to KYL peptide, pNPP A405; higher % means a stronger effect | actives 0.1% (n = 62,000) | inhibition, % at 10 µM, or IC50 in µM where a hit was titrated; in the data active = a potency from the dose series; inactive = the rest, 99 in 100 with inhibition below about 22%
Active calls of the source: *.

EphA4 KYL inhibition,SMILES
-1%,Cc1ncc2c(c1OC(=O)c1ccc([N+](=O)[O-])cc1)COC(C)(C)OC2
-11%,COC(=O)C1=C(C)N(C)C(C)=C(C(=O)OC)C1c1ccccn1
16%,COc1ccc(/C=C2/SC(=S)N(CCC(=O)N3CCN(C4=NC(=O)/C(=C\c5ccc(C)cc5)S4)CC3)C2=O)cc1
22%,Cc1ccc([N+](=O)[O-])cc1N/C=C/C(=O)c1ccco1
-19%,Cc1nc2ccc(NC(=S)NC(C)C)cc2nc1C
-3%,CCn1c(=O)c(C(C)=O)nc2ccccc21
-3%,CCc1ccc(/C(=C2/OC(=O)c3ccccc32)[N+](=O)[O-])cc1
-5%,COc1ccccc1CNC(=O)CSCc1cnn(-c2ccccc2)c1-n1cccc1

Rewritten as labelled records: part of the list above.
Cc1ncc2c(c1OC(=O)c1ccc([N+](=O)[O-])cc1)COC(C)(C)OC2
  EphA4 KYL inhibition: -1%
COC(=O)C1=C(C)N(C)C(C)=C(C(=O)OC)C1c1ccccn1
  EphA4 KYL inhibition: -11%

Remaining list, next part.
EphA4 KYL inhibition,SMILES
2%,CCC(=O)c1cc2c(cc1NC(=O)c1cccs1)OCCO2
-3%,Cc1ccc(-c2cn3c(n2)CCCC3)cc1
-6%,Brc1ccc2nc3c(n2c1)CCCC3
13%,O=C(NCCOC(=O)c1ccncc1)c1ccccc1
-6%,CCOc1ccc(N2C(=O)NC(=O)/C(=C/C=C/c3ccco3)C2=O)cc1
-7%,CC1=CCC2C(=O)N(c3ccc(C(=O)N4CCCCCC4)cc3)C(=O)C2C1 (stereo not drawn)
-4%,Cc1ccc(-c2nc3cc(NC(=S)NC(=O)c4ccco4)ccc3o2)cc1
-21%,O=C(Nc1nc2ccccc2n1Cc1ccc(Cl)cc1)c1ccc(Cl)cc1
-9%,C=CC1C(N2CCOCC2)C(C)(C)S1(=O)=O (stereo not drawn)
-20%,COCCOC(=O)C1=C(C)Nc2nc(C)nn2C1c1ccccc1 (stereo not drawn)
10%,CC(=O)[C@H]1[C@@H]2C(=O)N(c3cccc(Cl)c3)C(=O)[C@@H]2[C@H]2c3ccccc3C=CN21
-1%,CSc1nccc(Nc2ccccc2)c1C#N
12%,CC(=O)NC(c1ccc(C)cc1)c1c(OC(C)=O)ccc2ccccc12 (stereo not drawn)
4%,CCN(CC)CCN1C(=O)C(=O)/C(=C(/O)c2ccncc2)C1c1ccccc1F (stereo not drawn)
-3%,COC(=O)c1ccccc1NC(=O)c1sc(N)nc1C
-11%,O=C(CSc1nc2ccccc2c(=O)n1NC(=O)c1ccccc1)c1ccc(Cl)cc1
-8%,Cc1cc(C)c(C(N)=O)c(SCC(=O)c2ccc(Cl)cc2)n1
-3%,COc1ccccc1-c1coc2c(CN(C)C)c(O)ccc2c1=O
0%,COc1cc(NS(=O)(=O)c2ccc(N/C=C(\C#N)c3nc4ccccc4o3)cc2)nc(OC)n1
-8%,CN(C(=O)c1ccccc1)c1nc2ccccc2s1
-8%,COc1ccc(-n2ncc3c(NC(C)C)ncnc32)cc1
-15%,CCSCCOC(=O)C1=C(C)N(C)C(=O)NC1c1cc(OC)ccc1OC (stereo not drawn)
-15%,CCN(CC)CCN1C(=O)c2oc3ccccc3c(=O)c2C1c1cccc(Br)c1 (stereo not drawn)
-4%,COc1ccc(OC)c(-c2cc(C(=O)NCCN3CCOCC3)no2)c1
-8%,COc1ccc(OC)c(-n2c(-c3cc(-c4ccc(F)cc4)n[nH]3)n[nH]c2=S)c1
2%,CCOc1cc(/C=c2\sc3nc4ccccc4n3c2=O)cc(Br)c1OCc1ccc(F)cc1
-2%,CC(C)CCNC1=CC(=O)CC(c2ccccc2)C1 (stereo not drawn)
2%,C=CCNC(=O)c1cccc(C(F)(F)F)c1
-13%,CCCc1cc(=O)[nH]c(SCC(=O)c2c(N)n(C)c(=O)n(C)c2=O)n1
5%,C#CCOc1c(Cl)cc(C2C(C(=O)OC)=C(C)NC3=C2C(=O)c2ccccc23)cc1Cl (stereo not drawn)
-4%,OC(COCc1cccs1)CN1CCCCCC1 (stereo not drawn)
3%,CC(=O)Nc1ccc(NC(=S)NC(NC(=O)c2cccc([N+](=O)[O-])c2)C(Cl)(Cl)Cl)cc1 (stereo not drawn)
-3%,C=C(C)Cn1c(Sc2nnc(C)s2)nc2c1c(=O)[nH]c(=O)n2C
-2%,O=C(NC1CCCCCC1)C1CCN(S(=O)(=O)N2CCC3(CC2)OCCO3)CC1
-47%,CCOC(=O)c1c(C)[nH]c(C(=O)NCc2ccccc2OC)c1C
3%,CN(Cc1ccccc1)C(NC(=O)c1ccccc1)C(Cl)(Cl)Cl (stereo not drawn)
0%,Cc1nnc(NC(=O)c2cccc(S(=O)(=O)N3CC(c4ccccc4)CC3=O)c2)s1 (stereo not drawn)
-14%,Cc1ccccc1NC(=S)NC(=O)/C=C/c1ccccc1
-8%,N#C/C(C(=O)Oc1ccccc1)=C1/Nc2ccccc2-c2ccccc21
-14%,CCOc1ccccc1NC(=O)C(Sc1ccccc1)c1ccccc1 (stereo not drawn)
5%,COc1ccc(N2CCN(c3nc4ccccc4n3CC(=O)c3ccccc3)CC2)cc1
-7%,O=C(CCC(=O)NC1CC1)Nc1nnc(C2CCCCC2)s1
-32%,O=C(Nc1ccccc1N1CCOCC1)c1ccccc1NS(=O)(=O)c1ccc(F)c(F)c1
-12%,CCC(=O)N1CCN=C1SCc1ccccc1
-5%,O=C(CSc1nnc(Cc2cc(=O)[nH]c(=O)[nH]2)n1-c1ccc(F)cc1)N1CCCCC1
-4%,NC(=O)CSc1nc2sc(-c3ccccc3)cc2c(=O)n1N
2%,CCn1nc(C)c(NC(=O)/C=C/c2cnn(C)c2)c1C
-2%,CC(C)c1nnc(NC(=O)Nc2ccc(Cl)c(Cl)c2)s1
8%,Cc1cccc2cc(C#N)c(SCC(=O)N3CCC(C)CC3)nc12
-10%,C1=CN2CCC1C(c1ccccc1)C2 (stereo not drawn)
0%,CCOc1c2ccc(C(=O)NCC34CC5CC(CC(C5)C3)C4)cc2nn1CC
18%,CCOC(=O)c1cc2c(s1)-c1c(C)cccc1OC2
-16%,COC(=O)c1cc(NC(=O)/C=C/c2ccc3c(c2)OCO3)cc(C(=O)OC)c1
-1%,Cc1cc(Oc2ccc(-c3ccccc3)cc2)n2ncnc2n1
-18%,C=CCn1c(-c2cccc(OC)c2)nc2nc3ccccc3nc21
6%,COc1cccc(NC2=NCC(=O)N2Cc2cccs2)c1

Exported with tabs: entries from further up.
smiles	EphA4 KYL inhibition
Cc1ccccc1NC(=S)NC(=O)/C=C/c1ccccc1	-14%
N#C/C(C(=O)Oc1ccccc1)=C1/Nc2ccccc2-c2ccccc21	-8%
CCOc1ccccc1NC(=O)C(Sc1ccccc1)c1ccccc1 (stereo not drawn)	-14%
COc1ccc(N2CCN(c3nc4ccccc4n3CC(=O)c3ccccc3)CC2)cc1	5%

Later entries:
EphA4 KYL inhibition,SMILES
-8%,CCn1c(SCC(=O)NC2CCCCC2)nc2c(c1=O)SC(C)C2 (stereo not drawn)
-6%,COc1ccc(Cn2c(/C=C/c3ccccc3)nc3ccccc32)cc1
-24%,COc1ccc(N(C(C)C(=O)NCc2ccco2)S(C)(=O)=O)cc1 (stereo not drawn)
-21%,Cc1ccc(CNC(=O)CSc2nc(C)cc(C)c2C#N)cc1
-2%,COc1ccc(-n2c(SC(CN3CCCCC3)CN3CCCC3=O)nc3ccccc3c2=O)cc1 (stereo not drawn)
-6%,C=CCOc1ccc(CNn2c(C)n[nH]c2=S)cc1OC
-8%,Cc1ccc2nc(C3CCCN(C(=S)Nc4ccccc4C)C3)[nH]c2c1 (stereo not drawn)
-11%,COc1ccc(CNC(=O)CSCC(=O)Nc2ccc3ccccc3c2)cc1

4 entries already listed, ordered by count of non-hydrogen atoms, rising:
EphA4 KYL inhibition,SMILES
-8%,CCn1c(SCC(=O)NC2CCCCC2)nc2c(c1=O)SC(C)C2 (stereo not drawn)
-8%,Cc1ccc2nc(C3CCCN(C(=S)Nc4ccccc4C)C3)[nH]c2c1 (stereo not drawn)
-11%,COc1ccc(CNC(=O)CSCC(=O)Nc2ccc3ccccc3c2)cc1
-2%,COc1ccc(-n2c(SC(CN3CCCCC3)CN3CCCC3=O)nc3ccccc3c2=O)cc1 (stereo not drawn)

(further entries)
EphA4 KYL inhibition,SMILES
-6%,CSC(=NC#N)N1CCN(c2ccc(Cl)cc2)CC1
5%,CCCCOC(=O)Cn1c(=O)n(CC(=O)OCCCC)c2ccccc21
-13%,CCOC(=O)CSc1nc(-c2ccncc2)ccc1C#N
-10%,CCC(C)(C)NC(=O)CN(Cc1cccs1)C(=O)CCC(=O)Nc1nccs1
1%,Clc1ccc(CSc2nnc(NC3=NCCCCC3)s2)cc1
-6%,O=C1CS/C(=C\[N+](=O)[O-])N1c1ccccc1
-14%,CCOC(=O)c1sc(C)c(C(=O)NCCCN2CCOCC2)c1N
8%,CCCCCCOC(=O)C1=C(C)NC(=O)NC1c1ccc(O)cc1 (stereo not drawn)
-6%,N#CC1(c2ccccc2)CCCN1C(=O)c1ccccc1Br (stereo not drawn)
-3%,O/N=C(\COc1ccccc1O)c1ccccc1
-4%,CC(C)C(=O)Nc1ccc(Cl)cc1C(=O)O
-14%,O=C(N1CCOCC1)N1CCN(C(c2ccccc2)c2ccccc2)CC1
2%,N/C(COc1ccc(F)cc1)=N\NC(=O)c1cccnc1Oc1ccccc1
-3%,CCCCNS(=O)(=O)c1ccc(NC(=O)c2c(-c3ccccc3Cl)noc2C)cc1
3%,Cc1cccc(OCC(=O)Nc2ccc(Cl)c(C(F)(F)F)c2)c1
-8%,O=C(COC(=O)c1ccc(S(=O)(=O)N2CCCC2)cc1)NCc1ccc(F)cc1
-7%,O=C(CCn1cccc1)Nc1ccc(F)cc1
-8%,O=C(CSc1nc2ncc(Br)cc2[nH]1)Nc1ccc2c(c1)OCO2
40%,CCn1c(CSc2nc3ccccc3s2)nnc1SCC(N)=O
-3%,O=C1C(=C(O)c2ccccc2)C(=O)c2ccccc21
-12%,CCOC(=O)C1=C(C)NC(C)=C(C(=O)OCC)C1C(=O)OCC(=O)N1c2ccccc2CC1C (stereo not drawn)
0%,COc1cccc(CNC(=O)c2ccc3nc[nH]c3c2)c1
-4%,CCOC(=O)CSc1nnc(CNc2ccccc2Cl)n1-c1ccccc1
9%,O=C(NC1CCCCC1)C(c1ccncc1)N(Cc1ccccc1)C(=O)c1ccc(-c2ccccc2)[nH]1 (stereo not drawn)
-14%,OC(COc1ccc(Br)cc1)CN1CCOCC1 (stereo not drawn)
-5%,S=c1[nH]nc(-c2cc(-c3ccco3)[nH]n2)n1-c1cccc2ccccc12
4%,O=C(CSc1nnc(-c2cnccn2)n1Cc1ccco1)c1ccc2ccccc2c1
-7%,Cc1ccc2nc(SCC(=O)Nc3cc(C(F)(F)F)ccc3N3CCOCC3)[nH]c2c1
-7%,COc1cccc(NC(=S)N2CCN(C/C=C/c3ccccc3)CC2)c1
-12%,Cc1cc(=O)n2[nH]c(C)c(-c3ccccc3)c2n1
6%,CC(=O)c1ccc(OCC(O)CN(C)Cc2cccs2)cc1 (stereo not drawn)
-8%,Cc1ccc(NC(NC(=O)c2cccs2)C(Cl)(Cl)Cl)cc1C (stereo not drawn)

Looked up by structure from above, 2 records:
EphA4 KYL inhibition,SMILES
-5%,S=c1[nH]nc(-c2cc(-c3ccco3)[nH]n2)n1-c1cccc2ccccc12
-14%,OC(COc1ccc(Br)cc1)CN1CCOCC1 (stereo not drawn)

Next section.
EphA4 KYL inhibition,SMILES
-4%,COCCCNC(=O)Cn1cc(C(=O)C2CC2)c2ccccc21
4%,Cc1cc(C)c(C)c(S(=O)(=O)N2CCN(CC(=O)NC(=O)NCc3ccccc3)CC2)c1C
-6%,COc1cc(C(=O)O/N=C2\CCCc3c2ccc(OC)c3[N+](=O)[O-])cc(OC)c1OC
9%,Cc1ccc(-c2nc3cnccn3c2Nc2c(C)cccc2C)o1
-24%,CCCCCC(=O)Nc1ccc(Cl)cn1
-10%,Cc1ccc(CSc2nnc(-c3cccnc3)n2N)cc1
-5%,O=C(CN1C(=O)NC2(CCCCCCC2)C1=O)N1CCOCC1
-29%,COc1ccc(NS(=O)(=O)c2ccc(NC(=O)C(C)(C(F)(F)F)C(F)(F)F)cc2)nn1
8%,COc1cc(CN2CCN(C(=O)CC(C)C)CC2)cc(OC)c1OC
-9%,CCOC(=O)NC1CCS(=O)(=O)C1 (stereo not drawn)
5%,Cc1ccc([N+](=O)[O-])cc1NC(=O)COc1ccc(C(C)(C)C)cc1
-16%,O=C(NCc1ccco1)c1ccc(CS(=O)(=O)Cc2ccc(Cl)cc2)o1
-12%,COc1ccccc1C(=O)NCC1CCN(c2ccc(S(=O)(=O)N3CCOCC3)cc2)CC1
4%,COc1ccc(Br)cc1C(=O)Nc1ccc2oc(-c3ccccc3F)nc2c1
7%,COC(=O)c1ccccc1NC(=O)Cn1cnc([N+](=O)[O-])n1
11%,O=C(OCc1cc(Cl)ccc1OC(F)F)c1cc(S(=O)(=O)O)ccc1O
0%,O=C(NCC1CCCO1)NC12CC3CC(CC(C3)C1)C2 (stereo not drawn)
-20%,C=CCn1c(=N)c(C(=O)OCC)cc2c(=O)n3cc(C)ccc3nc21
-10%,Cc1ccc(NC(=O)c2ccc(-n3cccn3)c([N+](=O)[O-])c2)cc1
-8%,CNNC(=O)C(C)NC(=O)c1ccc(Br)cc1 (stereo not drawn)
1%,CC(C)(C)c1ccc(-c2noc(CCC(N)=O)n2)cc1
-20%,COCCNC(=O)c1ccc([N+](=O)[O-])cc1
-8%,COc1cc(C2C(C#N)=C(N)N(c3cccnc3)C3=C2C(=O)CCC3)ccc1O (stereo not drawn)
-8%,COc1ccc(C2C(C#N)=C(SCC(=O)Nc3ccc(C)cc3)NC3=C2C(=O)CC(C)(C)C3)cc1 (stereo not drawn)
-8%,O=c1[nH]n(Cc2ccccc2)c2ccccc12
-4%,Cc1nn(-c2ccccc2)c2sc(C(=O)NNC(=O)COc3cccc4ccccc34)cc12

The list is partial. The share of hits here may be higher or lower than overall.
